HCMV inh: qHTS Assay for inhibitors of the human cytomegalovirus (HCMV) | activity change, negative = inhibition, % at 57.5 µM | 4.5% of 410,000 active | HFF cells, HCMV-luciferase reporter, 72 h; active compounds read low | AID 1259415, 2018; in the data active = activity change below about -60%; inconclusive = no clear call, values can overlap the other calls; inactive = above about -39%
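Human foreskin fibroblasts infected with luciferase-reporter HCMV at MOI 1 PFU/cell, compounds at two doses. Luciferase measured 72 h post infection; normalized to buffer-only basal and Salinomycin (10uM) controls.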
TbPYK inhibitor: qHTS of Trypanosoma Brucei Inhibitors | pyruvate kinase (Trypanosoma brucei), Q57TT1 | TbPYK enzyme, Kinase-Glo Plus ATP luminescence, 45 min | AID 624173, 2012 | Potency, µM (doses to about 76.8 µM), for inactives: top-dose activity, negative = inhibition, hits mostly inhibitors | 0.12% of 410,000 active; also: potency is read from the fitted curve at half-maximal effect; nearly all actives have a fitted effect of over 50% in size
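Assay buffer: 50 mM TEA pH 7.2, 100 mM KCl, 10 mM MgCl2, 0.05% BSA, 0.01% Tween-20. Pyruvate kinase from T. brucei plus substrate met compound, then ADP (130 uM final). Luminescence was read post 45 min RT.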
LmPK inhibitor: qHTS Assay for Inhibitors of Leishmania Mexicana Pyruvate Kinase (LmPK); purified LmPK, Kinase-Glo ATP luminescence, 1 h; 0.37% of 290,000 active; Q27686; AID 1721, 2009; Potency, µM (doses to about 57.5 µM), without a hit: at the top dose activity change, negative = inhibition, hits mostly inhibitors; also: potency is read from the fitted curve at half-maximal effect
Target sequence (Q27686 whole entry, looked up): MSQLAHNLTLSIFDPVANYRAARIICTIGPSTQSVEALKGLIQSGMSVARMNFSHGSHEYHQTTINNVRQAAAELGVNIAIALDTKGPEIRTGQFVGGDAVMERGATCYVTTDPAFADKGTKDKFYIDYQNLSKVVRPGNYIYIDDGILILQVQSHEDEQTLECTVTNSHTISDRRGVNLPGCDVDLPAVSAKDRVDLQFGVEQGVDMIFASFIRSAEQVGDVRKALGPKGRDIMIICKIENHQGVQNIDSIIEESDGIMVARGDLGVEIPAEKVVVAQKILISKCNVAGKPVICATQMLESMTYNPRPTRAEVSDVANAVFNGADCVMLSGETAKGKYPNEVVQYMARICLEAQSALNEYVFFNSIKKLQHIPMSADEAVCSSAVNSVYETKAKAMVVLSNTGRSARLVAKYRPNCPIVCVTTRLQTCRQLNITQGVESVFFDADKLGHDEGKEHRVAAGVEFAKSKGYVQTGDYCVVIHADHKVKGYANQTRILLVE
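Purified LmPK (0.1 nM) with 0.5 mM PEP and 0.1 mM ADP in imidazole buffer pH 7.2 with MgCl2/KCl, 1 h at room temperature. ATP formed was read by luciferase luminescence and normalized to no-enzyme and uninhibited controls.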
AmpC no deterg: qHTS Inhibitors of AmpC Beta-Lactamase (assay without detergent) | AmpC nitrocefin hydrolysis, absorbance 480 nm, 0.0001% Triton | Potency, µM (series often up to 57.1 µM), without a hit: at the highest dose activity change, negative = inhibition, actives largely listed as inhibitors | 0.52% of 330,000 active;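 also: potency is read from the fitted curve at half-maximal effect; plate controls were no compound for no effect and no enzyme for full effect; nearly all actives have a fitted effect of over 20% in size; some results filed as inactive show a strong effect at the top dose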
Target sequence (P00811 whole entry, looked up): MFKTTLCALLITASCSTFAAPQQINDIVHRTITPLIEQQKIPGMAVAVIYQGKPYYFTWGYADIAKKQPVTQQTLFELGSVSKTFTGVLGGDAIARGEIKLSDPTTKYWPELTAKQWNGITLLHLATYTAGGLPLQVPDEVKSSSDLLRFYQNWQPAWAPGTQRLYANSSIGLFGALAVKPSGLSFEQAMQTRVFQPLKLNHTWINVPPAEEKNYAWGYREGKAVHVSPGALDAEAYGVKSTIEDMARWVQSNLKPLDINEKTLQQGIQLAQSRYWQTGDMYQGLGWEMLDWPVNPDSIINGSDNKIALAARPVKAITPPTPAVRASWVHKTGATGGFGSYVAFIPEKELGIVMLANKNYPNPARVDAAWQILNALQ
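20 mM phosphate pH 7.0 + 0.01% (detergent screen) or 0.0001% Triton X-100; 5.3 nM AmpC reagent; cpd preinc 15 min RT; nitrocefin (800 uM stock) to start; A480 q20 s × 4 min; Activity was normalised to no-enzyme and no-compound control wells.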
AMA1 RON2 block: qHTS for Inhibitors of AMA1-RON; Towards Development of Antimalarial Drug Lead: Primary Screen. Potency, µM (titrated, usually from 58.2 µM), without a hit: top-dose activity change, negative = inhibition, most hits filed as inhibitors. AlphaScreen AMA1-biotinylated RON2 peptide binding. 0.2% of 360,000 active;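 also: potency is read from the fitted curve at half-maximal effect; 0% = vehicle wells and -100% = peptide control; nearly all actives have a fitted effect of over 45% in size; some results filed as inactive show a strong effect at the top dose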
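AMA1 (3D7) with his tag at 25 nM final met compounds first, then biotinylated RON2 peptide at 25 nM; detection used donor plus acceptor beads, 10 µg/mL apiece, read by AlphaScreen after 30 min at room temperature.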
Sm TGR inh: qHTS Assay for the Inhibitors of Schistosoma Mansoni Peroxiredoxins; purified TGR, DTNB reduction, TNB absorbance 405 nm; Schistosoma mansoni thioredoxin glutathione reductase (TGR), Q962Y6; Potency, µM (top dose mostly 114 µM), for inactives: at the top dose activity change, negative = inhibition, most hits filed as inhibitors; 3% of 360,000 active; also: potency is read from the fitted curve at half-maximal effect; nearly all actives have a fitted effect of over 60% in size
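Kinetic colorimetric format: TGR-catalysed, NADPH-driven DTNB reduction monitored via TNB absorbance. Enzyme dispensed at 20 nM; compound exposure 15 min at room temperature before reaction start.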
AmpC detergent: qHTS Inhibitors of AmpC Beta-Lactamase (assay with detergent) | P00811 | AmpC hydrolysis of nitrocefin, absorbance 480 nm, 0.01% Triton | Potency, µM (doses to about 114 µM), inactives show at the highest dose activity change, negative = inhibition, hits mostly inhibitors | 0.041% of 370,000 active | AID 485294, 2010;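 also: potency is read from the fitted curve at half-maximal effect; 0% = no-compound wells and -100% = no-enzyme wells; nearly all actives have a fitted effect of over 25% in size; some results filed as inactive show a strong effect at the top dose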
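AmpC (5.3 nM in the dispensed reagent) in 20 mM phosphate pH 7.0 with 0.01% (detergent screen) or 0.0001% Triton X-100 was preincubated with compounds for 15 min at room temperature. Nitrocefin was then added from an 800 uM solution, and hydrolysis was followed at 480 nm.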
* = called active by the depositor; ? = inconclusive; · = not tested or not shown; & = joins results of further samples; [ ] = remark or other dose. Unless noted, calls follow the shape of the dose curve; as a rule, active = well fitted curve in the direction sought with a large enough effect; inconclusive = small, poorly fitted or top-dose-only effect, or another doubt; inactive = no such curve, though single readings can be large; an effect the other way counts as inactive or inconclusive. Unless noted, % is scaled to controls: 0 for no effect and ±100 for the full control effect. No enrichment for hits; any-hit rate near 7.4%.

SMILES | HCMV inh | TbPYK inhibitor | LmPK inhibitor | AmpC no deterg | AMA1 RON2 block | Sm TGR inh | AmpC detergent
CCN1C(=O)c2ccccc2Sc2ccc(C(=O)NCCCN3CCCCC3)cc21 | -33 | 1% | 0% | 33% | 1% | -9% | 0%
CCOC(=O)c1sc(C)c(C(=O)NCC(C)(C)CN(C)C)c1N | 25 | -2% | 1% | -2% | -10% | -22% | -5%
CCOC(=O)CP(=O)(c1ccccc1)c1ccccc1 | -18 | 0% | -3% | -12% | -7% | -4% | -4%
N#CCCCCN1CCCC1 | -16 | -1% | 1% | -12% | -5% | -8% | -8%
C/C(=N/NC(=O)CNC(=O)CCc1ccccc1)c1ccc(Cl)cc1 | 2 | -5% | 0% | -8% | -26% | 12% | -7%
CCOc1ccc(N2CC(c3nc4ccccc4n3CCOc3ccccc3OC)CC2=O)cc1 (stereo not given) | 2 | -8% | · | · | · | 2% | 9%
Cc1ccc(S(=O)(=O)N2CCN(Cc3cc(C(C)(C)C)ccc3O)CC2)cc1 | -36 | -7% | -4% | -39% | -12% | 32% | 5%
O=C(COc1ccccc1Cl)Nc1nnc(S(=O)(=O)N2CCCC2)s1 | -24&-1 | -7%&6% | 0% | -51% | 22% | -3%&-1% | -8%&8%
COc1ccc(C(=O)Nc2nc(CC(=O)NCCc3cccc(OC)c3)cs2)cc1 | -9 | -2% | · | -5% | -8% | -7% | -12%
COc1ccc(Cc2c(-c3ccc(F)cc3)nc3ccc(Cl)cn23)c(C)c1 | 49 | 2% | · | · | -9% | · | ·
O=C(Nc1ccc(N2CCCC2)cc1)c1ccccc1[N+](=O)[O-] | 19 | 2% | 4% | -17% | -12% | -5% | -3%
O=C(O)CC(C(=O)OCC1CCCO1)N1CCOCC1 (stereo not given) | 8 | -1% | -1% | -10% | 18% | 4% | 0%
Fc1ccc(NC(=S)N2CCc3ccccc32)cc1 | -25 | -3% | 2% | -33% | 1% | -2% | -16%
CCCNC(=O)c1ccc2c(=O)c(O)c(-c3ccc(F)cc3)[nH]c2c1 | · | -6% | -3% | -46% | 123%[activator] | -4% | 3%
CCCCCCn1ccc(=N)cc1 | -80* | 5% | -2% | -3% | -1% | 2% | -3%
CC(=O)c1ccc(OC(=O)COc2ccccc2Cl)cc1 | 2 | -1% | -1% | -14% | 0% | 40µM* | -7%
Cc1cc(/C=C2\C(=O)NC(=O)N(Cc3ccco3)C2=O)c(C)n1-c1ccc(C(=O)O)cc1 | -18 | 1% | 0% | -34% | 5% | ? | 2%
CCOC(=O)c1c(C)[nH]c(C(=O)Cn2nnc(-c3ccccc3)n2)c1C | -1 | 4% | 0% | -13% | -4% | -16% | -19%
Cc1ccc(NC(=O)CN2C(=O)C(=O)N(C3CCCC3)C2=O)cc1Cl | -2 | -9% | · | -21% | 3% | ? | 2%
CCOC(=O)c1c(C)oc2nc(C)nc(NCc3ccccc3Cl)c12 | 0 | -2% | · | · | · | 6% | 19%
COc1ccc(NS(=O)(=O)c2ccc3c(c2)n(C)c(=O)c(=O)n3C)cc1Cl | -6 | 0% | · | · | · | 1% | 3%
O=C(NCc1ccco1)C1CCCN1S(=O)(=O)c1ccc2ccccc2c1 (stereo not given) | -20 | 2% | -1% | -7% | -4% | 8% | ?
COc1ccccc1NS(=O)(=O)c1c(C(=O)N2CCCC2)c(C)n(C)c1C | 13 | 3% | 0% | 6% | -5% | -8% | 0%
O=C(NCCCN1CCOCC1)C(=O)N/N=C/c1ccccc1O | -2 | -10% | 0% | -4% | 52%[activator] | 5% | 1%
CC(=O)Nc1ccccc1C(=O)OCc1cccc(F)c1 | 81 | -24% | 3% | -7% | -1% | -2% | -5%

Laid out differently: entries from further up
Structure	HCMV inh	TbPYK inhibitor	LmPK inhibitor	AmpC no deterg	AMA1 RON2 block	Sm TGR inh	AmpC detergent
COc1ccc(Cc2c(-c3ccc(F)cc3)nc3ccc(Cl)cn23)c(C)c1	49	2%	·	·	-9%	·	·
O=C(Nc1ccc(N2CCCC2)cc1)c1ccccc1[N+](=O)[O-]	19	2%	4%	-17%	-12%	-5%	-3%
O=C(O)CC(C(=O)OCC1CCCO1)N1CCOCC1 (stereo not given)	8	-1%	-1%	-10%	18%	4%	0%
Fc1ccc(NC(=S)N2CCc3ccccc32)cc1	-25	-3%	2%	-33%	1%	-2%	-16%
CCCNC(=O)c1ccc2c(=O)c(O)c(-c3ccc(F)cc3)[nH]c2c1	·	-6%	-3%	-46%	123%[activator]	-4%	3%
CCCCCCn1ccc(=N)cc1	-80*	5%	-2%	-3%	-1%	2%	-3%

More compounds
SMILES | HCMV inh | TbPYK inhibitor | LmPK inhibitor | AmpC no deterg | AMA1 RON2 block | Sm TGR inh | AmpC detergent
O=C(COC(=O)c1cc(Cl)nc(Cl)c1)Nc1ccc(Cl)c(S(=O)(=O)N2CCOCC2)c1 | -5 | -2% | · | -39% | 8% | · | ·
COC(=O)c1cc(=O)n(Cc2ccc3c(c2)OCO3)c(=Nc2ccc(F)c(Cl)c2)s1 | 33 | -3% | 5% | -14% | -8% | -25% | ?
Cn1nnnc1SCC(=O)NCc1ccccc1 | 67 | -18% | -8% | -14% | 2% | -16% | -1%
CC1CCN(C(=O)/C(=C\c2ccccc2)NC(=O)c2ccccc2)CC1 | -22 | 1% | -2% | -2% | -7% | 3% | -4%
COc1ccc(C(=S)N2CCOCC2)cc1OC(=O)c1ccccc1 | 29 | -12% | 0% | 29% | -9% | 0% | -13%
O=C(CCS(=O)(=O)c1ccccc1Cl)NC1CCCCCC1 | 18 | 6% | · | -14% | 7% | · | ·
O=C(NCc1ccccc1)c1cccnc1 | 20 | 0% | 1% | -9% | -3% | 5% | -11%
O=S(=O)(c1ccc(F)cc1)N1CCN(Cc2ccccn2)CC1 | -16 | 8% | 6% | 5% | 81%[activator] | 16% | 2%
Cn1c(NC(=O)c2cccs2)c(-c2cccs2)c(=O)c2ccccc21 | 25 | 5% | -5% | -29% | -7% | 0% | -11%
COc1cccc(C(=O)Nc2cccc(-c3ccccc3)c2)c1 | -22 | 2% | -8% | -42% | 8% | -3% | -10%
COc1ccc(OCC(=O)NC2CC(=O)N(c3cccc(OC)c3)C2)cc1 (stereo not given) | -10 | 5% | · | · | · | 56%[activator] | 6%
CC1CCCCC12NC(=O)N(CC(=O)NCCc1ccc(S(N)(=O)=O)cc1)C2=O (stereo not given) | 10 | -9% | · | -10% | 5% | 2% | ?
Cc1ccc(NC(=O)COC(=O)CNC(=O)C2CCCCC2)cc1S(=O)(=O)N(C)C | -24 | -1% | · | -3% | 7% | · | ·
CNC(=S)SCCOc1ccccc1 | 4 | -2% | -4% | -7% | 27% | 1% | -2%
O=C(Nc1ccc2c(c1)OCCO2)C(C1CC1)N1CCN(c2ccc(C(F)(F)F)cn2)CC1 (stereo not given) | 22 | -14% | · | · | -21% | · | ·
Cc1cc(C)c(S(=O)(=O)N2CCN(C(=O)c3ccc(-n4cncn4)c([N+](=O)[O-])c3)CC2)c(C)c1 | -28 | -6% | · | 166%[activator] | 2% | -2% | 0%
Cc1ccccc1NC(=O)c1cn2c(nc3ccccc32)c(C#N)c1C | -5 | -2% | 0% | -9% | -18% | 13% | ?
Cc1cccc(OCC(O)Cn2c(N3CCCCC3)nc3c2c(=O)n(C)c(=O)n3C)c1 (stereo not given) | 39 | -1% | -1% | 13% | 6% | 8% | -6%
CCCCC(CC)CNC(=O)c1cccs1 (stereo not given) | ? | -8% | -2% | -44% | -4% | -2% | -14%
O=C(NCCc1ccccc1)C1(c2ccccc2)CC1(Cl)Cl (stereo not given) | 44 | 3% | 4% | -9% | -5% | 16% | -1%
CC(C)C(=O)N(Cc1ccc2c(c1)OCO2)Cc1ccccn1 | -30 | -1% | -2% | -5% | 10% | -7% | -10%
Cn1c(CNC(=O)c2ccccc2F)nnc1SCC(=O)Nc1nnc(C2CC2)s1 | -17 | 4% | -2% | -3% | 7% | 0% | 5%
COc1ccc(CNn2c(-c3ccccc3F)nc3ccccc3c2=O)cc1OC | -12 | 5% | 7% | 4% | -4% | 0% | ?
O=C1CC(N2CCN(c3ccccc3)CC2)C(=O)N1CCc1ccccc1 (stereo not given) | 3 | 4% | 1% | 44% | 13% | 1% | ?
CCN=C1S/C(=C\c2ccc(O)c(OCC)c2)C(=O)N1CC | -6 | 6% | 3% | -4% | -10% | -1% | 1%
SMILES | HCMV inh | TbPYK inhibitor | LmPK inhibitor | AmpC no deterg | AMA1 RON2 block | Sm TGR inh | AmpC detergent
Cc1ccc(-c2cc(C(=O)OC3CCOC3=O)c3ccccc3n2)c(C)c1 (stereo not given) | 34 | 2% | 1% | 8% | -8% | · | -4%
COc1ccc2c(Sc3ccc(C)cc3)c(C(=O)NCc3ccc(F)cc3)[nH]c2c1 | -16 | 1% | · | · | · | 45µM* | 24%
COc1ccccc1N1CCN(C(c2cccs2)C(C)NC(=O)c2ccncc2)CC1 (stereo not given) | 28 | -1% | -3% | 101%[activator] | 1% | 8% | 5%
Cc1ccc(S(=O)(=O)Nc2ccc(S(=O)(=O)N3CCCC3)cc2)cc1 | -16 | 2% | 1% | -56% | -1% | 0% | -9%
CC(C)Oc1cccc(-c2cc(C(=O)N3CCN(c4ncccn4)CC3)c3ccccc3n2)c1 | 75 | · | 0% | 123%[activator] | · | 8% | -12%
COc1ccccc1NC(=O)c1cnn(-c2ccccc2)c1-n1cccc1 | -9 | 0% | · | · | · | -8% | -6%
CCC1CCCCN1C(=O)COC(=O)c1ccc(S(=O)(=O)N2CCOCC2)cc1 (stereo not given) | -5 | -4% | 1% | 36% | 5% | 2% | -12%
COC(=O)c1ccc(-c2nc3cc(Cl)c(N)cc3s2)cc1 | 76 | -27% | ? | -10% | -14% | 1% | 3%
CCOC(=O)c1ccc(S(=O)(=O)N2CCN(C(=O)c3nn(C)c(=O)c4ccccc34)CC2)cc1 | 50 | -7% | 7% | 101%[activator] | 1% | -1% | 0%
Cc1cccc(C)c1-n1nnnc1C1c2ccccc2C(=O)N1CCCn1ccnc1 (stereo not given) | -27 | -8% | · | · | -1% | · | ·

Screening data (PubChem BioAssay)
